# Cdc42 wt GTP = modulators (inhibitors or activators) of GTP binding to human Cdc42 wildtype | P60953 | GST-Cdc42 beads, Bodipy-GTP binding, flow cytometry; actives lie on both sides | percent activity (GTP binding), % at 10 µM | hit rate 0.2% among 190,000;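 active means percent activity GTP binding at least 20 points away from the 100% baseline, either down as inhibitor or up as activator; inconclusive means compound flagged as likely green fluorescent from well-wide comparison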;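 further: median bead fluorescence of bound Bodipy-FL-GTP at 100 nM; 0% = excess unlabeled GTP control and 100% = no compound control; below 100% means less GTP binding so inhibitor and above means activator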
# Rab7 wt GTP bind = modulators of GTP binding to dog Rab7 wildtype GTPase | GST-Rab7 beads, fluorescent GTP binding, flow cytometry; actives lie on both sides; untreated = 100%, excess cold GTP = 0% | GTP binding activity (percent of control), % at 10 µM | hit rate 0.055% among 190,000 | AID 758;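 active means fluorescent GTP binding to Rab7 beads changed by at least 20 points from the 100% baseline, either direction, mostly lower; inconclusive means compound itself probably fluorescent, or too few beads counted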;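 further: median green fluorescence of bound Bodipy-FL-GTP per Rab7 bead population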
# Mcl1 Noxa PPI = Mcl-1/Noxa interaction inhibition. TR-FRET Mcl-1/Noxa peptide binding, 2 h. AID 1022. Q07820. hit rate 1.5% among 220,000. inhibition, % at 21.7 µM;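 active means compounds that cut the protein-peptide binding signal by more than 50% relative to plate controls in a single-dose test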;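 further: His-tagged Mcl-1 with rhodamine Noxa BH3 peptide and terbium anti-His antibody; 0% = Mcl-1 plus Noxa peptide wells and 100% = peptide-only wells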
# Pf gametocyte = kills late stage P. falciparum gametocytes. hit rate 0.065% among 150,000. inhibition, % at 10.9 µM. AID 743093. P. falciparum stage V gametocytes, ATP luminescence, 24 h;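 active means inhibition above the mean plus 3 SD of compounds within the control limits, set per campaign, cut at about 38% in these data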;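 further: 0% = DMSO wells and 100% = medium only without gametocytes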
# HRas wt GTP bind = modulators of GTP binding to human HRas wildtype; GTP binding activity, % at 10 µM; GST-Ras wt beads, Bodipy-FL-GTP binding, flow cytometry; actives lie on both sides; hit rate 0.14% among 190,000; P01112; AID 759;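 active means GTP binding activity at least 20% away from the 100% baseline, either lowered as inhibitor or raised as activator; inconclusive means flagged as likely green fluorescent, judged across all proteins in the well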;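 further: 0% = unlabeled GTP competition control and 100% = no-compound control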
# ABCG2 block = inhibitors of human ABCG2 transporter, ABCB1 counter-screen | IgMXP3 cells, JC-1 efflux, flow cytometry | inhibition, % at 6.6 µM | hit rate 0.1% among 190,000 | Q9UNQ0;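 active means inhibition above 80%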;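 further: 0% = DMSO and 100% = nicardipine control wells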
#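 System: two drug-resistant human cell lines, ABCG2 and ABCB1; controls: nicardipine high and DMSO low controls; times: 10 min exposure at 25 °C with rotation, no wash; detection: flow cytometry of retained JC-1 fluorescence; read-out basis: percent efflux inhibition, scaled nicardipine 100% to DMSO 0%; doses: one concentration, 6.6 µM final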
# Rab2 wt GTP = changes GTP binding to wildtype dog Rab2A, up or down. P61105. GST-Rab2 wt beads, Bodipy-GTP binding, flow cytometry. GTP binding activity, % at 10 µM. hit rate 0.19% among 190,000;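 active means GTP binding activity at least 20 points away from 100%, either lowered or raised; inconclusive means signal likely due to the compound's own green fluorescence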;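 further: 0% = beads with excess unlabeled GTP and 100% = no-compound control corrected for plate trend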
# Rac1 wt GTP bind = alters GTP binding to wildtype human Rac1; GST-Rac1 beads, fluorescent GTP binding, flow cytometry; actives lie on both sides; 0 = cold GTP competed, 100 = untreated; GTP binding activity (% of control), % at 10 µM; hit rate 0.27% among 190,000; AID 757;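 active means GTP binding activity at least 20 points away from the 100% control level, either lower or higher; inconclusive means compound flagged as likely green fluorescent, judged across all proteins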
# ABCB1 inh = human ABCB1 inhibition, ABCG2 as counter-screen; CCRF-Adr cells, JC-1 efflux, flow cytometry; inhibition, % at 6.6 µM; hit rate 0.067% among 190,000; AID 1326; in the data active means inhibition above about 40%;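 further: 0% = vehicle and 100% = reference inhibitor; higher value means more JC-1 retained so stronger ABCB1 efflux block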
# Target sequence (P08183 whole entry, looked up): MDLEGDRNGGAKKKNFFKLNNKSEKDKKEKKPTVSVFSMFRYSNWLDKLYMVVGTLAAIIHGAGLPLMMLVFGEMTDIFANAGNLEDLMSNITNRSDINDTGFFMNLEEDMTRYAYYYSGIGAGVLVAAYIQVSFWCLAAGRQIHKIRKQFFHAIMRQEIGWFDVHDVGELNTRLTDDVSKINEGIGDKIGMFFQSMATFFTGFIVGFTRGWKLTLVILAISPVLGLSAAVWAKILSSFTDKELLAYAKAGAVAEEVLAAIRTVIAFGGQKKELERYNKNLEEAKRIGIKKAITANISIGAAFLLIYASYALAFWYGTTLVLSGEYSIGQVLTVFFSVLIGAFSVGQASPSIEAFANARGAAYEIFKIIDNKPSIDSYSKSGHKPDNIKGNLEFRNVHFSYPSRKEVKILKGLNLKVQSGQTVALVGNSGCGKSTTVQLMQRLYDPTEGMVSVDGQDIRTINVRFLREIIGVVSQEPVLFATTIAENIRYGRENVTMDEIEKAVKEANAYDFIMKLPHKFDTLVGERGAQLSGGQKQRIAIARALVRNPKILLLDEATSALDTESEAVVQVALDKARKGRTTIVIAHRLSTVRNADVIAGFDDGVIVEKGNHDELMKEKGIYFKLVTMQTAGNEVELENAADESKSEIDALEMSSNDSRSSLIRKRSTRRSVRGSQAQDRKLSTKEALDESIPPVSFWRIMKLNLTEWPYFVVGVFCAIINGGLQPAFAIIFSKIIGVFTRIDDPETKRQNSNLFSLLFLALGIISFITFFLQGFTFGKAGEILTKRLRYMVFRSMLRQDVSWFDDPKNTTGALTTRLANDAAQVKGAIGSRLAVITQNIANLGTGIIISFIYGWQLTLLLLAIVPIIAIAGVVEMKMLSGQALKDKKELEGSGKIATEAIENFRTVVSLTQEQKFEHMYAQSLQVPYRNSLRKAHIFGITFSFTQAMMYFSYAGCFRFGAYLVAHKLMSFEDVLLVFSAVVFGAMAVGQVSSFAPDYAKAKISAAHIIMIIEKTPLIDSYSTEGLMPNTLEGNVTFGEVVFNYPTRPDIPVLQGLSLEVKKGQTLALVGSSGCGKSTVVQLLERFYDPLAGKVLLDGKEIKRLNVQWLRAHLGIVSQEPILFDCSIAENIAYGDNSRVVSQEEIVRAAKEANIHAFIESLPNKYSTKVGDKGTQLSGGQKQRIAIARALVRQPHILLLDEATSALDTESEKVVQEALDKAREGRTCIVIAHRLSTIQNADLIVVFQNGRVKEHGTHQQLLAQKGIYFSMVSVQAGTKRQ
# Rac1 mut GTP = modulators of GTP binding to human Rac1 activated mutant; percent activity (GTP binding), % at 10 µM; P63000; AID 764; GST-Rac1 activated beads, fluorescent GTP binding, flow cytometry; actives lie on both sides; 100% means binding = to untreated wells; hit rate 0.11% among 190,000;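 active means GTP binding at least 20 percentage points away from the 100% baseline, in either direction, so actives lie on both sides; inconclusive means Compound likely fluorescent itself, or too few beads counted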
# Avidin bead fluor = compound fluoresces at 488/530 nm on avidin beads. compound fluorescence 488/530 nm, flow cytometry; stronger effect = higher value. fluorescence (KMESF) at 10 µM. hit rate 0.38% among 220,000. AID 1775; in the data active means fluorescence above about 47; further: inactives centre near 10
# Numbers without * were called inactive; ? = inconclusive; · = not tested or not shown; [ ] = dose if it differs, or a comment.
# The first six entries as a preview:
SMILES,Cdc42 wt GTP,Rab7 wt GTP bind,Mcl1 Noxa PPI,Pf gametocyte,HRas wt GTP bind,ABCG2 block,Rab2 wt GTP,Rac1 wt GTP bind,ABCB1 inh,Rac1 mut GTP,Avidin bead fluor
C1CCc2c(nc3nnnn3c2NC2CCCC2)C1,98,98,23,·,96,3,98,97,0.1,97,10
S=c1[nH]nc(-c2cccnc2)n1-c1ccc2c(c1)OCCO2,92,96,2,19,93,1,95,94,0.5,92,10
Cc1[nH]c2c(ccc3ccccc32)c1C1C(CCN)C1(C)C (centres undefined),98,100,10,14,99,1,99,100,0.3,101,7
O=C(Nc1ccccc1)c1c(F)cccc1F,100,102,11,-8,101,0,101,103,-0.1,98,7
COc1cccc(C(=O)/C=C/Nc2ccc(NC(C)=O)cc2)c1,101,99,0,7,97,8,99,100,1.1,99,4
O=C(COc1ccc(F)cc1Br)NCc1ccccn1,102,102,1,-2,104,6,102,107,0.3,99,35

# The whole of this part, previewed entries included:
SMILES,Cdc42 wt GTP,Rab7 wt GTP bind,Mcl1 Noxa PPI,Pf gametocyte,HRas wt GTP bind,ABCG2 block,Rab2 wt GTP,Rac1 wt GTP bind,ABCB1 inh,Rac1 mut GTP,Avidin bead fluor
C1CCc2c(nc3nnnn3c2NC2CCCC2)C1,98,98,23,·,96,3,98,97,0.1,97,10
S=c1[nH]nc(-c2cccnc2)n1-c1ccc2c(c1)OCCO2,92,96,2,19,93,1,95,94,0.5,92,10
Cc1[nH]c2c(ccc3ccccc32)c1C1C(CCN)C1(C)C (centres undefined),98,100,10,14,99,1,99,100,0.3,101,7
O=C(Nc1ccccc1)c1c(F)cccc1F,100,102,11,-8,101,0,101,103,-0.1,98,7
COc1cccc(C(=O)/C=C/Nc2ccc(NC(C)=O)cc2)c1,101,99,0,7,97,8,99,100,1.1,99,4
O=C(COc1ccc(F)cc1Br)NCc1ccccn1,102,102,1,-2,104,6,102,107,0.3,99,35
CSc1nc2nc(C)c(C/C=C/c3ccccc3)c(=O)n2[nH]1,96,100,18,·,95,5,93,94,0.9,91,10
COc1ccccc1N1CCN(/N=C/c2cc(OC)c(OC)c(OC)c2)CC1,101,101,12,9,102,10,101,102,1.1,100,6
CC(C)=CC(=O)Nc1ccc2c(c1)OCO2,99,98,-3,·,100,4,99,101,0.4,98,9
Cc1cccc(OCCOCCSc2ncccn2)c1,101,98,-6,·,101,1,100,103,0.8,101,16
N#CCCN1CCN(C(CNS(=O)(=O)c2ccc(Cl)cc2)c2ccccc2)CC1 (centres undefined),98,99,-12,·,98,1,98,97,0.4,96,8
COc1ccc(CCNc2cc(C)nc3c(-c4ccc(Cl)cc4)c(C)nn23)cc1OC,93,96,0,·,94,24,93,97,9.6,93,6
COc1cc(-c2nc3ccccc3c(=O)n2N)cc(OC)c1OC,101,99,1,-5,99,2,99,100,0.2,100,2
CC(C)CCNc1nnnc2c1sc1nc(N3CCOCC3)c3c(c12)CC(C)(C)SC3,92,96,10,·,92,0,91,92,0.8,92,9
Cc1ccc(N2CC3=C(C2=O)C(c2ccccc2)NC(=O)N3C)cc1 (centres undefined),100,100,16,9,99,5,104,99,0.5,98,25
COc1cccc(N/C=C(\C#N)c2ccc(OCCCF)cc2)c1,96,95,16,6,97,6,94,96,1.1,95,17
Cc1ccccc1C(=O)Nc1nnc(-c2ccncc2)o1,99,96,4,5,99,4,97,94,0.6,95,9
COC(=O)COc1ccc(S(=O)(=O)N2CCN(c3ccc(OC)cc3)CC2)cc1,93,100,5,23,94,0,97,94,0.2,92,7
COc1cc(C(=O)N/N=C/c2ccc(OC)c(CN3CCN(c4ccc(F)cc4)CC3)c2)ccc1O,?,?,2,5,?,16,?,?,45*,?,6
CCCCCCN1CC(O)=C(c2ccccc2)C1=N,100,99,30,-8,100,10,100,101,0.7,99,7
CCC(=O)N1CCc2cc(S(=O)(=O)NC(C(=O)N3CCc4ccccc4C3)C(C)C)ccc21 (centres undefined),97,99,3,4,98,4,98,97,2.0,96,18
C=CCNC(=O)CN1CCC(O)(c2ccccc2)CC1,99,97,-1,6,97,0,97,99,-0.1,97,8
COc1ccc(CCCc2n[nH]c(=S)o2)c(C)c1,100,103,14,-10,98,1,98,100,0.2,95,11
O=C(CNC(=O)c1ccncc1)N/N=C/c1cc(Br)ccc1O,102,97,12,-21,97,-3,96,101,0.2,98,13
N#CC1=C(SCC(N)=O)NC2=C(C(=O)c3ccccc32)C1c1ccc(Cl)cc1 (centres undefined),96,99,-10,-2,97,-2,96,100,-0.7,95,9

# Compound profiles, as listed above. Screens in order: Cdc42 wt GTP | Rab7 wt GTP bind | Mcl1 Noxa PPI | Pf gametocyte | HRas wt GTP bind | ABCG2 block | Rab2 wt GTP | Rac1 wt GTP bind | ABCB1 inh | Rac1 mut GTP | Avidin bead fluor
# Listed for `COc1cccc(N/C=C(\C#N)c2ccc(OCCCF)cc2)c1` = 96 | 95 | 16 | 6 | 97 | 6 | 94 | 96 | 1.1 | 95 | 17
# Listed for `Cc1[nH]c2c(ccc3ccccc32)c1C1C(CCN)C1(C)C` (centres undefined) = 98 | 100 | 10 | 14 | 99 | 1 | 99 | 100 | 0.3 | 101 | 7
# Listed for `CC(C)=CC(=O)Nc1ccc2c(c1)OCO2` = 99 | 98 | -3 | · | 100 | 4 | 99 | 101 | 0.4 | 98 | 9

# Part of the list above, as tab-separated lines:
Compound	Cdc42 wt GTP	Rab7 wt GTP bind	Mcl1 Noxa PPI	Pf gametocyte	HRas wt GTP bind	ABCG2 block	Rab2 wt GTP	Rac1 wt GTP bind	ABCB1 inh	Rac1 mut GTP	Avidin bead fluor
CCCCCCN1CC(O)=C(c2ccccc2)C1=N	100	99	30	-8	100	10	100	101	0.7	99	7
CCC(=O)N1CCc2cc(S(=O)(=O)NC(C(=O)N3CCc4ccccc4C3)C(C)C)ccc21 (centres undefined)	97	99	3	4	98	4	98	97	2.0	96	18

# (next part)
SMILES,Cdc42 wt GTP,Rab7 wt GTP bind,Mcl1 Noxa PPI,Pf gametocyte,HRas wt GTP bind,ABCG2 block,Rab2 wt GTP,Rac1 wt GTP bind,ABCB1 inh,Rac1 mut GTP,Avidin bead fluor
CCn1c(SCc2nc(-c3ccccc3)no2)nnc1-c1ccco1,101,99,2,11,101,2,101,107,0.4,98,5
CCOC(=O)c1[nH]ncc1CN1CCCC(C(=O)c2ccc(SC)cc2)C1 (centres undefined),98,103,11,15,99,1,98,103,1.1,98,8
O=[N+]([O-])c1nn(-c2ccc(Cl)cc2)n(O)c1=NCc1ccncc1,91,99,2,-7,93,1,95,92,-0.4,89,7
CCOc1cc(N2CCOCC2)c(OCC)cc1NC(=O)COC(=O)[C@H](Cc1c[nH]c2ccccc12)NC(C)=O,103,97,7,·,103,0,104,104,-0.3,103,35
COC(=O)C(N)Cc1ccc(O)c(O)c1 (centres undefined),103,104,16,·,101,0,104,105,-0.1,99,5
COc1ccc2c(c1)-c1ccccc1S(=O)(=O)N2C,100,97,-3,-24,99,1,101,99,0.2,97,9
COc1ccc([N+](=O)[O-])cc1NC(=O)CSc1nccc(C)n1,99,96,57*,-2,99,4,98,102,0.5,98,11
COC(=O)c1cccc(NC(=O)CCc2ccccc2)c1,108,105,9,-5,104,4,106,105,0.1,105,2
O=C(Cn1c(-c2cscn2)nc2ccccc21)Nc1cc(F)ccc1F,115,105,8,·,106,12,107,121*[activator],3.4,102,30
Cc1cccn2c(NC(=O)c3cccs3)c(-c3ccccc3)nc12,97,100,-27,-3,100,-3,98,103,0.6,99,16
COc1ccc(Cn2nnnc2C(c2cccs2)N2CCN(c3ccccc3)CC2)cc1 (centres undefined),102,102,9,·,102,5,100,101,2.4,100,11
COc1ccc(-c2cc(C(F)(F)F)nc(SCC(=O)NCc3cccs3)n2)cc1,101,98,-12,·,99,17,99,100,1.1,99,13
COc1cc(S(=O)(=O)N2CCCCC2)ccc1NC(=O)/C=C/c1ccccc1,94,100,15,9,97,8,96,99,0.8,97,35
O=S(=O)(c1ccc(F)cc1)N1CCN(c2nc(-c3ccc(F)cc3)cs2)CC1,104,99,-21,19,105,5,105,101,1.1,101,14
COc1ccccc1NC(=S)NNC(=O)c1cc(C)nn1C,107,105,-2,-27,104,7,100,104,-0.1,98,12
CCNC(=S)N=Nc1c(O)[nH]c2ccc(C(C)C)cc12,101,103,-17,-14,99,15,100,100,1.0,100,6
CCc1ccc(NC(=S)N(Cc2ccc(Cl)cc2)Cc2ccc(C(=O)O)cc2)cc1,90,101,8,-1,94,0,97,98,-0.7,91,7
Cc1ccc(C)c(S(=O)(=O)Nc2ccccc2C(=O)Nc2ccccc2N2CCOCC2)c1,97,99,4,·,98,-1,96,100,0.0,97,9
COc1ccc(N2CCN(C(=O)c3ccc(NS(=O)(=O)c4cccs4)cc3)CC2)cc1,98,101,50,-18,98,6,97,100,0.1,96,12
CCOc1c2ccc(C(=O)NCc3ccc(C(F)(F)F)cc3C(F)(F)F)cc2nn1C,98,93,9,·,98,7,96,97,1.4,95,10
N#Cc1c(NC(=O)CN2CCN(S(=O)(=O)c3ccc4c(c3)OCCO4)CC2)sc2c1CCC2,103,101,30,·,104,3,101,109,0.7,101,11
O=S(=O)(NC1CCCCC1)c1ccc(-c2csnn2)s1,107,102,-5,·,103,1,103,110,0.7,105,9
Cc1cc(NC(=O)c2cc(-c3cccs3)nc3ccccc23)no1,92,97,0,·,95,2,96,97,0.6,95,233*
CCN(CC)CCN(C(=O)c1c(F)cccc1F)c1nc2cc(C)cc(C)c2s1,98,95,-1,-13,95,14,97,98,9.8,95,10
CCn1nnc(C(=O)O)c1C(=O)O,99,98,20,·,99,3,96,97,0.2,94,13
CC1CCN(c2c(NCc3ccc(C(=O)NCc4cccnc4)cc3)c(=O)c2=O)CC1,104,100,-11,·,102,1,104,106,0.3,102,7
CC1(C)Cc2ccccc2C(=NCCCC(=O)O)N1,101,99,4,·,101,0,102,103,0.1,98,5
CCOC(=O)C1CCCN(c2cc(C)nc3cc(-c4ccc(F)cc4)nn23)C1 (centres undefined),100,101,10,·,101,4,100,105,1.6,100,33

# Compound activity (PubChem)
